Source: PubChem
XiGFP reactiv = activators of X-chromosome reactivation in mouse fibroblasts. XiGFP mouse fibroblasts, % GFP-positive cells imaging, 3 d; cells co-treated with 5-aza-dC sensitizer; scaled so ellipticine positive control = 100%. activation, % at 7.58 µM. 360,000 tested, 0.055% active. AID 743238;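 active means mean normalized replicate activation at least 10% and every replicate at or above 10%; inconclusive means only one of the two criteria met; inactive means mean below 10% and not all replicates reach 10%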;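 further: 0% = median of on-plate neutral control wells and 100% = ellipticine 6 µM median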
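material = 68-5-11 XiGFP fibroblast line | medium = DMEM plus 5-aza-dC sensitizer | schedule = 3 days compound exposure | benchmarks = positive control ellipticine, 6 µM final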
ERp5 inh = ERp5 (human) disulfide isomerase inhibition. 350,000 tested, 0.05% active. inhibition, % at 9.99 µM. ERp5 insulin aggregation, absorbance 650 nm, 90 min;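 active means mean replicate inhibition above about 25%, with every replicate also reaching it, limit read from the data, passing the limit was not always enough; inconclusive means only one of those two criteria met; inactive means neither criterion met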
Target sequence (Q15084 whole entry, looked up): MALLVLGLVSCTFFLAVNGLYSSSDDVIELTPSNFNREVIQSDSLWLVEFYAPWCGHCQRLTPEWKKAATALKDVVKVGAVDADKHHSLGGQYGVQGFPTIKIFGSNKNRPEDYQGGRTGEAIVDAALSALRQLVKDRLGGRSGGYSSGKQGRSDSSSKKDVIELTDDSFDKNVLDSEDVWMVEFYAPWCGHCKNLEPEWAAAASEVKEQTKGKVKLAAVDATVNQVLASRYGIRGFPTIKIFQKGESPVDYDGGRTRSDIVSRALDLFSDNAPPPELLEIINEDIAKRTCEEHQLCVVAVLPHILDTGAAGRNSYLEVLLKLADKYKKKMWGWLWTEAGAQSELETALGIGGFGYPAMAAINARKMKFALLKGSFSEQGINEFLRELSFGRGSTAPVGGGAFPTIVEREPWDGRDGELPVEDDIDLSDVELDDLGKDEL
ARNT-TACC3 inh = ARNT/TACC3 interaction disruption; 390,000 tested, 0.66% active; inhibition, % at 9.99 µM; AID 623870; Q9Y6A5; AlphaScreen His-ARNT PAS-B/GST-TACC3 binding, luminescence; TACC3 fragment carries E629A point mutation;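 active means mean inhibition of replicates at least 50% and at least half of replicates each reaching 50%; inconclusive means half or more replicates reach 50% but mean below 50%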;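 further: 0% = complete ARNT plus TACC3 wells and 100% = ARNT alone without TACC3; many hits fall short of the cut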
F508del corr = CFTR F508del correction in bronchial cells. 350,000 tested, 0.36% active. CFBE cells, YFP halide quenching; stimulated with forskolin plus potentiator P3; % fluorescence drop versus neutral controls. activity (quench increase), % at 7.58 µM;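 active means mean added fluorescence quench of at least 8% versus neutral control, with both replicates also reaching 8%; inconclusive means only one of the mean or replicate conditions met; inactive means mean below 8% and not both replicates reaching 8%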;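 further: cells transiently co-express mutant CFTR-F508del with the halide-sensitive YFP; corrector assay measuring rescue of mutant channel to the surface after 24 h compound exposure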
DENV2 CPE rescue = DENV2-induced cell death inhibition. DENV2-infected cells, cytopathic effect rescue, plate reader. CPE inhibition, % at 9.99 µM. 350,000 tested, 1.7% active. AID 651640; in the data active means CPE inhibition above about 20%, passing the limit was not always enough; inconclusive means no clear call, values can overlap the other calls; tested in BHK-21 cells;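 further: 0% = median of neutral control wells and 100% = median of positive control wells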
PAX8 reporter = PAX8 transcriptional activity inhibition; RMG-I TPO-luciferase reporter, SteadyGlo, 24 h; 360,000 tested, 1.2% active; inhibition, % at 12.6 µM;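 active means mean replicate inhibition at least 60% with every replicate also reaching 60%; inconclusive means only one of the two criteria is met; inactive means mean below 60% and not all replicates reaching 60%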;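 further: luciferase light reporting Pax8 driven TPO promoter activity; plate controls were median of neutral control wells for no effect and mitoxantrone controls for full effect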
EWS-Fli block = inhibitors of EWS/Fli oncoprotein transcriptional activity. A673 NR0B1-luciferase reporter, viability-normalised. inhibition, % at 12.6 µM. 350,000 tested, 0.67% active. AID 651661;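 active means mean inhibition of at least 50% after viability correction, with every replicate also passing that limit; inconclusive means mean reaches 50% but only one of two replicates passes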;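 further: firefly luciferase signal divided by Alamar Blue viability fluorescence both relative to DMSO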
GSIS activator = GLuc luminescence reporter in INS-1E cells, primary screen for activators of glucose-dependent secretion of insulin | INS-1E GLuc reporter insulin secretion, 2-3 h | activation, % at 16.6 µM | 370,000 tested, 0.61% active | AID 743287;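 active means lowest replicate activation of at least 40%, so every replicate reaches that level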;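 further: 0% = median of neutral control wells and 100% = median of IBMX positive control wells; some compounds called inactive have numbers as strong as hits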
The depositor's hits bear a star; ? = inconclusive; . = not tested or not shown. Rows were taken by chance. About 4.2% of those tested had a hit in this group.

SMILES	XiGFP reactiv	ERp5 inh	ARNT-TACC3 inh	F508del corr	DENV2 CPE rescue	PAX8 reporter	EWS-Fli block	GSIS activator
O=C(CCCCl)Nc1nc(-c2ccc3c(c2)OCCO3)cs1	0.2	1	-4	1.2	3	-255	57*	-12
O=C(C[C@@H]1C=C[C@@H](NC(=O)c2ccncc2)[C@H](CO)O1)NCC1CCCCC1	-0.2	-4	0	-0.1	-3	.	1	12
Cc1cc(C)c2nc(NNC(=O)c3ccc(S(=O)(=O)N4CCCC(C)C4)cc3)sc2c1 (stereo not drawn)	0.3	1	19	4.3	0	.	9	.
COc1ccc(S(=O)(=O)N[C@@H](C)C(=O)OCC(=O)Nc2cc3oc4ccccc4c3cc2OC)cc1	0.0	4	2	.	-8	-39	-82	1
Cc1ccc(NC(=O)CSc2nnc(Cc3csc(C)n3)o2)c(C)c1	0.0	-10	-3	-7.7	16	-7	-1	-16
C[C@@H]1CCCCO[C@H](CN(C)C(=O)Nc2ccc(C(F)(F)F)cc2)[C@H](C)CN([C@H](C)CO)C(=O)c2cc(NS(=O)(=O)c3ccc(F)cc3)ccc2O1	-0.1	-4	5	0.6	71*	50	-17	5
NC1=NC(=O)/C(=C/c2cccc(F)c2)S1	0.3	1	3	-2.8	-5	-18	-4	5
CC(C)(C)OC(=O)[C@H](Cc1ccccc1)NC(=O)c1[nH]cnc1C(=O)Nc1ccccc1F	0.7	5	.	-4.6	-8	5	3	-4
O=C1c2cccc3cccc(c23)C(c2nc3ccccc3[nH]2)N1C1CC1 (stereo not drawn)	0.4	-1	.	-0.3	-4	14	1	2
C[C@H](NC(=O)C[C@H]1C=C[C@H](NC(=O)c2cccnc2)[C@H](CO)O1)c1ccccc1	0.4	0	-1	-2.1	2	-13	1	-6
O=C(Nc1ccc2c(c1)OCO2)N1CCCC1	0.1	4	-6	0.6	5	-18	-47	-1
COCCNC(=O)C[C@H]1C[C@@H]2c3cc(NS(=O)(=O)c4ccccc4)ccc3O[C@@H]2[C@@H](CO)O1	0.0	-4	-2	-2.0	16	-7	-5	23
CCOC(=O)CCCCCC(=O)Nc1ccc2c(c1)CC(=O)N([C@@H](C)CO)C[C@H](C)[C@@H](CN(C)Cc1ccccc1)O2	0.1	4	-3	-4.0	4	2	2	-42
COc1ccc(CCNC(=O)CCc2ccc(OC)cc2)cc1	0.4	-17	-18	0.9	3	0	-2	4
C/C=C/c1cnc2c(c1)C(=O)N([C@@H](C)CO)C[C@@H](C)[C@H](CN(C)S(=O)(=O)c1ccc(OC)cc1)O2	-0.1	-2	-2	0.2	-16	.	-26	-5
CC(C)(C)OC(=O)N1C(=O)[C@](OC(=O)c2ccccc2)(c2ccccc2)c2cccc(F)c21	-0.1	3	.	1.2	-7	0	-8	-13
C[C@H](CO)N1C[C@H](C)[C@@H](CN(C)S(=O)(=O)c2ccccc2)Oc2ccc(NC(=O)C3CCCCC3)cc2CC1=O	-0.8	0	-2	-0.6	-10	.	0	-12
COc1ccc(NC(=O)N(C)C[C@H]2Oc3ccc(NC(=O)Cc4ccccc4)cc3C(=O)N([C@@H](C)CO)C[C@H]2C)cc1	-0.1	-2	4	-1.0	13	7	-6	-7
CC(C)(C)c1ccc(/C=C2\SC(=O)N=C2N)cc1	0.0	-3	-3	-1.8	3	-2	3	2
Cc1cc(S(=O)(=O)N2CCCOC2CNC(=O)C(=O)NCCc2ccco2)ccc1F (stereo not drawn)	0.0	2	3	3.9	-7	8	9	24
O=C1CCCC/C1=C/Nc1cccc(C(F)(F)F)c1	0.1	3	.	1.1	-10	12	-22	18
CS(=O)(=O)N(CC(=O)NN=C1CCCCCC1)c1ccc(Oc2ccccc2)cc1	0.0	-2	2	5.3	1	-2	1	1
O=C(Nc1ccc(F)cc1)N[C@@H]1CC[C@@H](CC(=O)N2CCOCC2)O[C@H]1CO	-0.2	3	-18	-2.5	4	-3	-5	7
Cc1ccc(NC(=O)CCC(=O)OCC(=O)c2ccc(Oc3ccc([N+](=O)[O-])cc3)cc2)cc1	-0.1	3	.	.	-8	6	-1	8
C[C@H](CO)N1C[C@H](C)[C@H](CN(C)C(=O)Nc2cccc(C(F)(F)F)c2)OCc2cn(nn2)CCCC1=O	0.2	.	.	0.2	.	-26	1	0
OC(c1ccccc1)(c1nc(-c2cc(F)cc(F)c2)cs1)C(F)(F)F (stereo not drawn)	0.5	3	.	-3.8	6	-7	0	59
CC1(Cc2ccccc2OC(F)(F)F)C(=O)Nc2c(Cl)ccc(Cl)c21 (stereo not drawn)	0.3	2	.	-1.4	5	.	5	-26
C[C@H]1CN([C@@H](C)CO)C(=O)Cc2cc(NC(=O)Nc3ccc(F)cc3)ccc2O[C@@H]1CN(C)Cc1ccc(C(F)(F)F)cc1	-1.0	-6	.	1.3	-3	.	-12	-26
O=C(N=C1SC2CS(=O)(=O)CC2N1CCc1ccccc1)C1CC1 (stereo not drawn)	0.1	3	-4	-0.8	?	-8	.	10
Cn1c(SCC(=O)N2CCCCCC2)nnc1-c1ccco1	-0.1	2	.	1.2	-11	-1	2	-2
C[C@H]1CN([C@@H](C)CO)C(=O)c2cc(C#Cc3cccnc3)cnc2O[C@@H]1CN(C)C(=O)CN(C)C	0.3	-4	6	4.1	-4	-22	1	23
C[C@@H]1CN([C@H](C)CO)C(=O)c2cc(C#CC3CC3)cnc2O[C@@H]1CN(C)C(=O)c1ccncc1	0.3	.	.	0.5	.	.	-2	8
O=C(NCC[C@H]1CC[C@@H](NS(=O)(=O)Cc2ccccc2)[C@H](CO)O1)C1CCCC1	0.1	1	-4	1.4	-2	-8	2	-3
O=C(NCc1ccccc1F)c1ccc(S(=O)(=O)N2CCCCCC2)cc1	-0.1	-1	-5	-2.0	6	-5	4	.
CO[C@H]1CN(C)C(=O)c2cc(NC(=O)NC(C)C)ccc2OC[C@@H](C)NC[C@@H]1C	0.1	.	-8	-0.6	.	8	-1	1
CCCC(=O)N1CC2(C1)CN(C(=O)C1CCC1)[C@@H](CO)c1[nH]c3cc(OC)ccc3c12	0.4	-2	.	-0.7	13	3	-7	-3
C[C@@H]1CN([C@H](C)CO)C(=O)c2cc(C#CC(C)(C)O)cnc2O[C@@H]1CN(C)C(=O)C1CCCCC1	-0.7	.	.	-3.6	.	.	-1	24
S=C(Nc1ccc2nc(-c3ccccn3)c(-c3ccccn3)nc2c1)N1CCOCC1	0.0	4	37	-1.1	-2	5	8	0
Cc1cc(C(=O)COc2ccc(C#N)cc2)c(C)n1-c1ccc2c(c1)OCO2	0.0	-6	0	2.0	0	6	12	7
COc1cccc(CN(C)C(=O)CN2C(=O)NC(c3ccccc3)(c3ccccc3)C2=O)c1OC	0.1	1	4	-0.3	-3	6	-1	-36

Single records, as listed above. Screens in order: XiGFP reactiv, ERp5 inh, ARNT-TACC3 inh, F508del corr, DENV2 CPE rescue, PAX8 reporter, EWS-Fli block, GSIS activator
C[C@H](CO)N1C[C@H](C)[C@H](CN(C)C(=O)Nc2cccc(C(F)(F)F)c2)OCc2cn(nn2)CCCC1=O is entered as 0.2, ., ., 0.2, ., -26, 1, 0
OC(c1ccccc1)(c1nc(-c2cc(F)cc(F)c2)cs1)C(F)(F)F (stereo not drawn) is entered as 0.5, 3, ., -3.8, 6, -7, 0, 59

Other records.
SMILES	XiGFP reactiv	ERp5 inh	ARNT-TACC3 inh	F508del corr	DENV2 CPE rescue	PAX8 reporter	EWS-Fli block	GSIS activator
C[C@H](CO)N1C[C@H](C)[C@H](CN(C)S(=O)(=O)c2ccc(Cl)cc2)Oc2ccc(NS(=O)(=O)c3ccc(Cl)cc3)cc2C1=O	0.2	1	-4	-2.5	10	-11	3	-13
CN(CC(=O)Nc1cccc(S(=O)(=O)NC2=NCCC2)c1)Cc1ccccc1Cl	0.0	-1	-3	1.0	1	5	4	33
Brc1ccccc1/C=N/N1CCCCC1	0.0	-2	-14	-2.3	14	-10	-24	5
O=C(NCCN1CCOCC1)Nc1ccc(F)cc1	0.1	1	3	-0.4	2	-6	-6	26
Cn1cnnc1SCC(=O)NC1CCCCCC1	0.4	-8	-3	0.7	2	-6	.	14
O=C(/C=C/c1ccc(F)cc1)NC(=S)NNC(=O)c1cnccn1	0.7	-4	64*	0.8	-21	-6	24	.
COc1ccc(-c2nc(N)n(C(=O)c3ccccc3)n2)cc1	0.0	4	-10	-1.5	-7	-6	-10	.
C[C@@H]1CN([C@H](C)CO)C(=O)c2cc(NC(=O)Nc3ccccc3)ccc2O[C@@H](C)CCCCO[C@H]1CN(C)C	0.1	1	4	1.6	-2	16	-2	8
CCOC(=O)c1c(C)c(C(=O)Nc2ccc(F)cc2)c(C)n1C	0.1	2	-6	0.5	-2	-21	-8	2
CC1CCN(C(CNS(=O)(=O)c2ccccc2)c2ccccc2)CC1 (stereo not drawn)	0.2	-2	20	-1.1	6	-8	-11	.
CC(C)NC(=O)N1[C@@H]2Cn3c(cccc3=O)[C@H]1[C@@H](C(=O)N1CCC(Cc3ccccc3)CC1)[C@@H]2CO	0.0	1	.	1.8	?	-6	4	16
CN1C(=O)c2cc(NC(=O)C3CCOCC3)ccc2OC[C@@H]2O[C@H](CC(=O)NCC3CCCCC3)CC[C@H]21	0.2	-1	2	.	-4	1	0	-3
O=C1/C(=C/c2cccs2)SC(=S)N1C1CCS(=O)(=O)C1 (stereo not drawn)	0.0	3	.	-2.9	-1	-5	-8	4
Cc1ccccc1NC(=O)Cc1nc(COC(=O)COc2cccc(C)c2C)cs1	0.2	-1	-1	1.4	8	-14	2	6
C[C@H]1CN([C@@H](C)CO)C(=O)Cc2cc(NC(=O)C3CCCCC3)ccc2O[C@H]1CN(C)C(=O)Nc1ccc(C(F)(F)F)cc1	-0.1	0	-13	-0.5	-1	.	-18	-40
CC(C)(C)c1ccc(C(=O)NNC(=O)c2ccncc2)cc1	0.1	1	1	-1.2	-4	-16	2	0
COc1ccc(S(=O)(=O)N(C)c2ccc(C(=O)N3CCOCC3)cc2)cc1OC	.	1	-6	-1.8	-1	.	4	41
O=C1CCN(C(=O)c2cccs2)c2ccccc21	0.1	1	-3	.	.	10	0	31
O=C(Nc1ccc(F)c(Cl)c1)c1cncs1	0.0	1	-3	0.9	?	21	16	1
C#CCOCCOCCOCCNc1nc(N2CCN(C(=O)Cn3cc(CCCCN)nn3)CC2)nc(N2CCN(C(=O)[C@H](CCCCN)n3cc(CCC(=O)O)nn3)CC2)n1	-0.1	1	2	0.6	-4	-13	-5	6
Clc1ccc(-c2csc(Nc3ccccc3)[n+]2Cc2ccco2)c(Cl)c1	0.0	1	-3	-3.9	-2	-71	-109	-18
CN(C)C(=O)/C(=C\c1ccncc1)NC(=O)c1ccccc1	0.2	1	-13	1.0	-5	4	9	7
Cc1ccsc1/C=C(\C#N)C(=O)Nc1c(C)n(C)n(-c2ccccc2)c1=O	0.0	0	5	2.1	-4	24	-3	0
CCOC(=O)CCC(NC(=O)CCCC(=O)NC(CCC(=O)OCC)C(=O)OCC)C(=O)OCC (stereo not drawn)	0.1	1	-3	.	5	8	3	.
CCC(=O)NC(Nc1ccccn1)(C(=O)OC)C(F)(F)F (stereo not drawn)	-0.1	.	-6	.	.	-10	.	13
Cc1sc2ncn(CC(=O)N(C)C3CCCCC3)c(=O)c2c1C	0.0	3	-3	-0.6	-10	6	3	3
COC(=O)Cn1c2ccccc2c2nc3ccccc3nc21	0.0	0	-8	3.1	-5	-35	-26	12
